High-throughput results deposited in PubChem by Broad Institute.
miR-122 sensor: miR-122 Renilla sensor signal increase in Huh7, primary screen, miR-122 inhibitor project, cell-based, single point, plate reader; Huh7 miR-122 Renilla luciferase sensor, 48 h; neutral wells = 0, positive control = 100; activation (reporter increase), % at 12.5 µM; actives 0.3% (n = 340,000);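 active = mean replicate activation score at least 90 and every replicate individually at or above 90; inconclusive = only one of the two criteria met; inactive = neither criterion met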;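 note: higher luciferase means less miR-122 activity so hits act as miR-122 inhibitors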
FN deposit inh: inhibitors of fibronectin matrix deposition, primary screen, AH1F cells, Alexa488-fibronectin fluorescence, plate reader | inhibition, % at 12.6 µM | AH1F fibroblasts, overnight | actives 0.086% (n = 350,000);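 active = mean inhibition across replicates of 30% or more, regardless of how many single replicates reach that level; inconclusive = mean under 30% yet at least half of replicates reach 30%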;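 note: positive control wells lacked labelled fibronectin entirely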
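test system = AH1F fibroblasts assembling fluorescent fibronectin matrix | quantity = 10000 AH1F cells per well | buffer or medium = DMEM plus 2% serum, read in PBS | doses = single dose, pinned | incubation = 1 h cell attachment, overnight exposure to compound and label | detection = fluorescence at 485 nm excitation, 525 nm emission | read-out basis = inhibition from reduced deposited-fibronectin fluorescence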
DENV2 CPE rescue: inhibitors of DENV2 cytopathic effect, primary screen, cell-based, plate reader, single concentration. CPE inhibition, % at 9.99 µM. AID 651640, 2012. actives 1.7% (n = 350,000). DENV2-infected cells, cytopathic effect rescue; in the data active = CPE inhibition above about 20%, passing the limit was not always enough; inconclusive = no clear call, values can overlap the other calls; tested in BHK-21 cells;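 note: 0% = median of neutral control wells and 100% = median of positive control wells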
CFTR F508del cor: F508del CFTR correction, initial screen, CFBE line, single point; CFBE cells, YFP halide quenching; stimulated with forskolin plus potentiator P3; % fluorescence drop versus neutral controls; activity (quench increase), % at 7.58 µM; actives 0.36% (n = 350,000);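 active = mean added fluorescence quench of at least 8% versus neutral control, with both replicates also reaching 8%; inconclusive = only one of the mean or replicate conditions met; inactive = mean below 8% and not both replicates reaching 8%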;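 note: cells transiently co-express mutant CFTR-F508del with the halide-sensitive YFP; corrector assay measuring rescue of mutant channel to the surface after 24 h compound exposure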
PAX8 reporter: inhibitors of PAX8-driven TPO luciferase reporter, primary screen, RMG-I cells, single concentration | inhibition, % at 12.6 µM | actives 1.2% (n = 360,000) | SteadyGlo, 24 h;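 active = mean replicate inhibition at least 60% with every replicate also reaching 60%; inconclusive = only one of the two criteria is met; inactive = mean below 60% and not all replicates reaching 60%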;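 note: luciferase light reporting Pax8 driven TPO promoter activity; plate controls were median of neutral control wells for no effect and mitoxantrone controls for full effect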
EWS-Fli block: EWS/Fli-driven NR0B1 reporter inhibitors, primary screen, A673 cells, NR0B1 luciferase, luminescence, MLPCN library; AID 651661, 2012; actives 0.67% (n = 350,000); inhibition, % at 12.6 µM; viability-normalised;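 active = mean inhibition of at least 50% after viability correction, with every replicate also passing that limit; inconclusive = mean reaches 50% but only one of two replicates passes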;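 note: firefly luciferase signal divided by Alamar Blue viability fluorescence both relative to DMSO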
GSIS activator: GLuc luminescence reporter in INS-1E cells, primary screen for activators of glucose-dependent secretion of insulin | INS-1E GLuc reporter insulin secretion, 2-3 h | activation, % at 16.6 µM | actives 0.61% (n = 370,000);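 active = lowest replicate activation of at least 40%, so every replicate reaches that level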;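 note: 0% = median of neutral control wells and 100% = median of IBMX positive control wells; some compounds called inactive have numbers as strong as hits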
* = called active by the depositor; ? = inconclusive; nt = not tested or not shown; [ ] = another dose, or the depositor's remark. An unsorted share of the library (roughly 3.9% active in at least one column).

SMILES	miR-122 sensor	FN deposit inh	DENV2 CPE rescue	CFTR F508del cor	PAX8 reporter	EWS-Fli block	GSIS activator
C[C@@H]1CCCCO[C@H](CN(C)S(=O)(=O)c2ccccc2)[C@H](C)CN([C@@H](C)CO)C(=O)c2cc(NC(=O)CCC(F)(F)F)ccc2O1	8.5[16.7 µM]	nt	6.1	-3.1	-1.3	5.7	-14.9
C[C@@H]1CN([C@H](C)CO)C(=O)c2cc(NC(=O)c3ccccc3)ccc2O[C@@H](C)CCCCO[C@@H]1CN(C)C(=O)CCC(F)(F)F	-4.3[16.7 µM]	-3.4	2.4	-1.5	-14.3	-0.9	1.3
COc1ccc(NCN2C(=O)C3C4C=CC(C4)C3C2=O)cc1 (stereo not given)	1.4	4.5	4.8	1.3	-8.2	4.3	-5.5
COc1ccccc1NC(=O)CCNS(=O)(=O)c1ccc2[nH]c(=O)oc2c1	8.3	-9.0	-3.3	0.7	0.0	nt	6.5
CCOC(=O)CSc1ccc2nnc(CCNS(=O)(=O)c3ccc(C)cc3)n2n1	-9.6	-6.8	?	-0.3	5.2	-1.9	nt
CC1(C(=O)NCc2ccco2)Cc2c(-c3cccc(C(N)=O)c3)ccnc2O1 (stereo not given)	14.9	20.1	-0.5	-5.2	nt	52.7*	nt
CC(C)n1nnnc1C1c2ccccc2C(=O)N1CCCN1CCOCC1 (stereo not given)	nt	-2.5	1.3	-1.9	-2.9	1.6	14.6
COc1ccc2c3c(n(C)c2c1)[C@H](CO)N(S(C)(=O)=O)CC31CN(C(=O)C2CCC2)C1	nt	nt	-6.0	0.8	-20.4	-4.5	7.9
CC(c1ccon1)N(C)Cc1cn(C)nc1-c1ccc2c(c1)OCCO2 (stereo not given)	1.5	11.3	1.5	-2.4	-16.5	8.6	14.6
COc1ccc(N2CCN(C(=O)C3CCN(S(=O)(=O)c4ccc5c(c4)oc(=O)n5C)CC3)CC2)cc1	nt	6.4	-1.0	3.4	14.4	-7.8	-16.3
CC1CCC(NC(=O)C2CCC(CNc3c(N4CCCCC4)c(=O)c3=O)CC2)CC1 (stereo not given)	nt	-3.8	-3.5	-2.0	-3.9	-15.3	-2.4
CN1CCN(C(=O)c2ccc(C(F)(F)F)cc2)CC1	nt	10.7	nt	1.3	-0.3	5.7	-10.2
COC(=O)c1[nH]c2ccc(C)cc2c1NC(=O)CN1CCC(C)CC1	2.6	0.7	nt	nt	13.3	nt	nt
O=C(c1ccccc1F)N1CC(=O)N2[C@H](CO)[C@@H](c3ccc(C#Cc4ccccc4)cc3)[C@H]2C1	nt	8.0	-1.0	1.1	nt	-6.9	-2.5
CCC(Nc1nc(-c2ccccc2)nc2ccccc12)C(=O)O (stereo not given)	-1.9	nt	-3.9	-0.7	nt	9.2	7.1
Cc1ccc(CNC(=O)Cn2c(=O)n(CC(=O)N3CCCCC3)c(=O)c3sccc32)cc1	-3.9	3.7	-2.4	1.1	4.5	3.1	-4.5
Cc1cccc(CCNC(=O)c2cccc3c2C(=O)N(C2CCCCC2)C3)c1	5.3	-2.7	1.2	4.1	20.0	9.7	-28.3
C=CCSc1nnc(NC(=O)C2=COCCO2)s1	-1.1	5.2	-3.9	-0.8	-137.7	-32.6	-31.9
CCOc1ccc(-c2csc(Cn3c(CN4CCN(C)CC4)nc4ccccc4c3=O)n2)cc1	nt	14.7	-5.0	nt	-14.8	4.9	nt
O=C(CCN1C(=O)c2ccccc2S1(=O)=O)Nc1ccc(F)c([N+](=O)[O-])c1	-3.1	0.7	-2.7	0.8	-13.1	2.2	-9.2

Among those listed so far, these have an aryl thioether with sulfur outside any ring.
SMILES	miR-122 sensor	FN deposit inh	DENV2 CPE rescue	CFTR F508del cor	PAX8 reporter	EWS-Fli block	GSIS activator
CCOC(=O)CSc1ccc2nnc(CCNS(=O)(=O)c3ccc(C)cc3)n2n1	-9.6	-6.8	?	-0.3	5.2	-1.9	nt
C=CCSc1nnc(NC(=O)C2=COCCO2)s1	-1.1	5.2	-3.9	-0.8	-137.7	-32.6	-31.9

Remaining list, next part
SMILES	miR-122 sensor	FN deposit inh	DENV2 CPE rescue	CFTR F508del cor	PAX8 reporter	EWS-Fli block	GSIS activator
COc1ccccc1NC(=O)CSc1nnnn1-c1ccc2c(c1)OCO2	6.5	nt	nt	-2.1	nt	2.5	1.8
C[C@@H]1CN([C@H](C)CO)C(=O)c2cc(NC(=O)Nc3ccc(F)cc3)ccc2O[C@@H](C)CCCCO[C@H]1CN(C)Cc1ccc(Cl)c(Cl)c1	11.0[16.7 µM]	nt	-2.3	5.3	77.5*	6.9	0.8
CCN1CCN(C(CNS(=O)(=O)c2ccc(Cl)cc2)c2ccccc2)CC1 (stereo not given)	1.8	-13.7	0.2	-2.1	4.2	nt	9.2
CC(C)NC[C@H]1[C@@H](c2ccc(C3=CCCC3)cc2)[C@@H](CO)N1C(=O)CC1CC1	nt	2.1	-1.5	1.4	nt	4.2	-13.5
COCC#Cc1ccc2c(c1)O[C@H](CN(C)C(=O)C1CC1)[C@@H](C)CN([C@H](C)CO)S2(=O)=O	7.9[16.7 µM]	-4.6	-8.4	-0.6	nt	-9.3	-4.1
COC(=O)CSC(=S)N1CCCC(C)C1 (stereo not given)	nt	-3.6	-2.4	-0.6	1.3	-3.5	2.1
COc1ccccc1-c1cnc2c(c1)C(=O)N([C@H](C)CO)C[C@H](C)[C@H](CN(C)Cc1ccc(C(=O)O)cc1)O2	30.1[16.7 µM]	-11.0	-1.6	-0.1	nt	4.7	0.6
COc1ccc(CN(C)C[C@@H]2OCCCC[C@H](C)Oc3ccc(NS(C)(=O)=O)cc3C(=O)N([C@@H](C)CO)C[C@@H]2C)cc1	3.1[16.7 µM]	0.0	-0.7	-2.2	-6.8	-9.7	2.0
CCOC(=O)C1CCCN(S(=O)(=O)c2cc(C(=O)OC)n(C)c2)C1 (stereo not given)	-5.6	-2.7	-4.3	-1.0	-5.9	1.2	-19.3
O=C(CC1SC(N2CCCC2)=NC1=O)Nc1ccc(C(=O)N2CCCC(C(F)(F)F)C2)cc1 (stereo not given)	0.4	7.5	4.6	-2.1	-1.0	4.1	-9.5
CCOc1ccc(-c2nc(C#N)c(NCc3ccc4c(c3)OCO4)o2)cc1	16.5	11.8	?	-2.9	-31.7	-33.1	-3.7
O=C(COC(=O)c1ccc(O)cc1)Nc1cccc(S(=O)(=O)N2CCCCC2)c1	-10.1	12.4	5.9	-0.1	-5.9	-2.5	-11.8
CCCNC(=O)Nc1ccc2c(c1)C(=O)N(C)C[C@H](OC)[C@@H](C)CN[C@H](C)CO2	nt	-2.5	?	0.3	-10.1	-3.6	3.2
Cc1cc2nccc(-c3ccncc3)n2n1	7.7	4.7	6.1	-0.7	-11.0	4.1	65.0
CCSc1nnc(NC(=O)C2CCCN(C(=O)c3ccc(Cl)cc3)C2)s1 (stereo not given)	-1.8	-2.3	-1.7	0.1	-1.4	-7.9	nt
CC(=C/c1ccco1)/C=N/NC(=O)Cc1cccn1C	nt	-3.3	-0.9	nt	3.9	-0.1	nt
CO[C@H]1CN(C)C(=O)c2cc(NC(=O)c3cc(C)on3)ccc2OC[C@H](C)N(C)C[C@H]1C	-17.4[16.7 µM]	nt	-1.2	-3.4	-1.8	4.4	5.2
Cc1cc(C)n(C(=O)COc2ccccc2[N+](=O)[O-])n1	nt	0.4	-3.5	0.6	-20.5	8.6	nt
COc1ccc(NC(=O)c2cc3ccccc3cc2OC)cc1OC	nt	3.6	4.1	0.0	-25.8	-39.0	1.8
CCOc1ccc(-c2noc([C@@H]3O[C@H](CO)[C@@H](O)[C@H]3O)n2)cc1	-3.7	10.1	0.8	1.3	-31.4	-17.6	11.0
O=C(CSc1ncnc2ccccc12)c1ccc2c(c1)OCCO2	-1.0	-9.7	2.4	2.7	28.8	-128.4	15.8
Cc1cc(=O)c(C(=O)Nc2cccc(N3CCCC3=O)c2)nn1-c1ccccc1Cl	-2.3	8.5	-5.9	-0.8	11.9	-5.7	15.3
CSc1ccccc1NC(=O)C1(C)CCN1C(=O)Cc1ccc(Cl)cc1Cl (stereo not given)	-6.0	-1.0	-6.7	5.1	4.8	4.3	nt
Cc1cc(O)c(C(C)C)cc1NC1=NS(=O)(=O)c2ccccc21	11.0	5.8	nt	nt	14.2	nt	nt
COc1cc(C(=O)N2CCN(Cc3ccc4c(c3)OCO4)CC2)cc(OC)c1OC	-5.0	-5.0	-0.4	0.2	18.3	6.7	21.8
O=c1[nH]c(N/N=C/c2ccccc2Br)nnc1-c1ccccc1	nt	nt	nt	nt	-22.3	-56.8	-0.8
CCOCCCn1c(=S)[nH]c2cc(C(=O)NCCc3ccccc3)ccc2c1=O	1.6	0.3	-2.6	2.1	-32.1	-14.5	6.5
CCCN(CCC)CCNC(=O)c1cc2c(=O)n(C)c3ccccc3c2n1C	3.2	3.9	-0.4	-2.7	-19.0	-7.0	21.9
C[C@@H]1CN([C@@H](C)CO)C(=O)c2cc(N(C)C)ccc2O[C@@H]1CN(C)Cc1ccccc1	2.9[16.7 µM]	nt	2.1	-1.3	-9.2	1.5	11.8
O=C(OCc1ccccc1)N1CCC2CC1c1ccc(/C=C/CCCCl)cc12 (stereo not given)	44.1	-1.2	?	1.1	-119.8	-63.4	3.6
COCCn1c(SCC(=O)Nc2ccc3c(c2)OCCO3)nnc1-c1ccncc1	-3.0	nt	0.5	1.4	-5.1	-12.2	-1.7
CO[C@@H]1CN(C)C(=O)c2ccc(NC(=O)Nc3c(C)noc3C)cc2OC[C@H](C)N(CCC(F)(F)F)C[C@H]1C	nt	-13.8	36.7*	-1.8	-7.7	3.6	-9.7
O=C(O)Cc1csc(NC(=O)CSc2nnnn2-c2ccc(O)cc2)n1	nt	-7.2	0.0	2.8	-0.4	16.0	12.7
O=C(NNC(=O)c1cccc([N+](=O)[O-])c1)c1ccncc1	nt	-4.0	?	-2.2	-14.4	9.5	0.5
CCc1ccccc1NC(=O)c1cc(S(=O)(=O)N(C)C)ccc1N1CCCC1	0.2	1.7	-1.5	0.6	-15.2	0.7	0.3
C[C@@H]1CN([C@@H](C)CO)S(=O)(=O)c2ccc(C3=CCCCC3)cc2O[C@H]1CN(C)Cc1cncnc1	1.7[16.7 µM]	nt	8.7	-0.5	nt	5.1	-1.1
Cc1sc2ncnc(SCC(=O)NC(C)C(C)C)c2c1C (stereo not given)	nt	0.0	nt	-4.3	8.8	5.9	-15.7
O=C(C[C@H]1CC[C@@H](NC(=O)C2CCC2)[C@H](CO)O1)Nc1nccs1	nt	nt	0.8	0.8	1.0	1.4	-14.5
CN(CC(=O)Nc1ccc(N2CCOCC2)cc1)C(=O)c1ccc(O)c(Cl)c1	nt	-5.6	-4.5	2.1	-0.5	-6.5	0.5
COc1ccc(OC)c(S(=O)(=O)Nc2c(F)cccc2F)c1	56.4	5.7	nt	nt	1.3	nt	nt
CC1(C)Oc2ccc3ccc(=O)oc3c2-c2cnoc21	nt	-13.9	3.3	-0.1	1.7	-14.2	8.4
CC1CCc2c(sc(NC(=O)C3CCCO3)c2C#N)C1 (stereo not given)	-1.0	3.1	7.2	-1.5	-114.3	-36.0	-7.9
C/C(=N\N1CCN(c2ccccc2)CC1)c1cccs1	-2.6	-3.4	-2.0	-2.5	0.9	-20.1	-7.9
